TRHR agonist: agonists of human TRH receptor; P34981; TRHR cells, calcium flux fluo-8, FDSS agonist mode; activation, % at 2 µM; 360,000 tested, 0.18% active; in the data active = activation above about 30%; note: 0% is about no effect
Target sequence (P34981 whole entry, looked up): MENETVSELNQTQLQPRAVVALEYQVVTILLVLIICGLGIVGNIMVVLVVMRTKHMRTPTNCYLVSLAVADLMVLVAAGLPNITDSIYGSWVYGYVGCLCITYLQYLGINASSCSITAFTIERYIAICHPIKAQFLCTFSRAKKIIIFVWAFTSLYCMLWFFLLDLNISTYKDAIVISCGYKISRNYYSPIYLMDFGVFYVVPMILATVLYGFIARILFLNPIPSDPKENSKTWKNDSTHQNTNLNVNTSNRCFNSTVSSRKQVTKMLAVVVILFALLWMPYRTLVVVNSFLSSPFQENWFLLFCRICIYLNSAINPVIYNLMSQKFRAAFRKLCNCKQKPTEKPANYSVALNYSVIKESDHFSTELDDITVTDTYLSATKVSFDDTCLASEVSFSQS
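Fluo-8-loaded TRHR cells; 10 s baseline, compound added, kinetic Ca2+ fluorescence read 1/s, agonist mode.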
D2 antagonist: antagonists of human D2 dopamine receptor; P14416; HEK293 TREx D2 cells, calcium flux, dopamine EC80; inhibition, % at 10 µM; 340,000 tested, 2% active; in the data active = inhibition above about 30%; note: 0% is about no effect
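Overnight-induced (tetracycline, 30 C) HEK293 T-REx cells carrying force-coupled D2 receive a no-wash calcium dye, then compound, then EC80 dopamine at 180 s; signals are read kinetically throughout.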
TrxR1 substrate: substrates of rat thioredoxin reductase 1; O89049; purified TrxR1 substrate turnover, NADPH consumption readout; Potency, µM (titrated, usually from 114 µM), without a hit: at the top dose activity change, negative = substrate turnover; 390,000 tested, 0.01% active; note: potency is the fitted concentration of half-maximal effect; % is set by controls: 0 for no effect and ±100 for the full control effect; nearly all actives have a fitted effect of over 50% in size
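Rat TrxR1, dispensed at 90 nM, was prereduced with 400 uM NADPH (final) for 5 min at ~22 deg C, then incubated with compound 15 min before 400 uM selenite. A first-read NADPH fluorescence drop versus no-compound background flagged substrates.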
USP1-UAF1 inh: USP1/UAF1 (human) deubiquitinase inhibition; 390,000 tested, 0.23% active; recombinant USP1/UAF1, Ub-Rhodamine cleavage fluorescence; Potency, µM (doses to about 57.1 µM), for the others: at the top dose activity change, negative = inhibition, most hits filed as inhibitors; O94782; AID 743255; note: potency is the fitted concentration of half-maximal effect; % is set by controls: 0 for no effect and ±100 for the full control effect; nearly all actives have a fitted effect of over 60% in size; inactives centre near -12
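1 nM enzyme complex + cpd, 15 min RT; start with Ub-Rho 150nM final; kinetic fluorescence ex 480/em 540, 6 reads q60 s. Buffer 50mM HEPES pH 7.8, 0.5mM EDTA, 0.1 mg/ml BSA, 1mM TCEP, 0.01% Tween-20.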
Pin1 inhibitor: inhibitors of human Pin1; 390,000 tested, 0.009% active; Q13526; Potency, µM (titrated, usually from 115 µM), for inactives: at the highest dose activity, negative = inhibition, actives largely listed as inhibitors; Pin1 FP peptide displacement, HiFluor488, 10 min; active = well fitted inhibition curve with a large enough effect in the polarisation, with a control signal flat, not every such curve was filed as active; inconclusive = small, poorly fitted or top-dose-only effect, or effect the other way, or a change in a side signal; inactive = no such curve, though single readings can be large or run the other way; the % refers to the polarisation; note: potency is the fitted concentration of half-maximal effect; % is set by controls: 0 for no effect and ±100 for the full control effect
Target sequence (Q13526 whole entry, looked up): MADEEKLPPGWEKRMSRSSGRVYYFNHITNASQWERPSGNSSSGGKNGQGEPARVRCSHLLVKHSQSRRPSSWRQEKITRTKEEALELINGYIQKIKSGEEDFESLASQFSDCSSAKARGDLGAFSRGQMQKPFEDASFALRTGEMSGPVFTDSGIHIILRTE
rTrxR1 inhibitor: inhibitors of rat thioredoxin reductase 1; 390,000 tested, 1% active; Potency, µM (top dose mostly 114 µM), inactives show at the top dose activity change, negative = inhibition, most hits filed as inhibitors; AID 588453; O89049; recombinant rTrxR1, NADPH fluorescence consumption, selenite substrate; note: potency is the fitted concentration of half-maximal effect; % is set by controls: 0 for no effect and ±100 for the full control effect; nearly all actives have a fitted effect of over 65% in size
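Rat TrxR1 (90 nM in the dispensed reagent) was pre-reduced with 400 uM NADPH for 5 min at room temperature, then incubated with compound for 15 min. After 400 uM selenite was added, NADPH fluorescence (Ex 340/Em 450 nm) was followed for 8 min.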
TRHR enhancer: TRH receptor (human) allosteric enhancement. P34981. TRHR cells, fluo-8 calcium fluorescence, EC20 TRH enhancement. 360,000 tested, 0.66% active. enhancement, % at 2 µM; in the data active = enhancement above about 30%; note: 0% is about no effect
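Enhancer read-out: after compound pinning and an initial kinetic agonist-mode read, an EC20 of TRH (10 nM final) was injected and fluo-8 calcium signal (Ex 480/Em 530) followed at 1 s/cycle for 100 cycles in TRHR-expressing cells.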
mIDH1 inhibitor: inhibitors of human mutant IDH1 R132H | O75874 | IDH1-R132H enzyme, NADPH consumption, diaphorase/resazurin fluorescence | Potency, µM (doses to about 76.6 µM), for inactives: at the top dose activity change, negative = inhibition, usual class: inhibitors | 390,000 tested, 0.093% active | AID 602179; note: potency is the fitted concentration of half-maximal effect; % is set by controls: 0 for no effect and ±100 for the full control effect; nearly all actives have a fitted effect of over 65% in size
Target sequence (O75874 whole entry R132H, stated change not applied): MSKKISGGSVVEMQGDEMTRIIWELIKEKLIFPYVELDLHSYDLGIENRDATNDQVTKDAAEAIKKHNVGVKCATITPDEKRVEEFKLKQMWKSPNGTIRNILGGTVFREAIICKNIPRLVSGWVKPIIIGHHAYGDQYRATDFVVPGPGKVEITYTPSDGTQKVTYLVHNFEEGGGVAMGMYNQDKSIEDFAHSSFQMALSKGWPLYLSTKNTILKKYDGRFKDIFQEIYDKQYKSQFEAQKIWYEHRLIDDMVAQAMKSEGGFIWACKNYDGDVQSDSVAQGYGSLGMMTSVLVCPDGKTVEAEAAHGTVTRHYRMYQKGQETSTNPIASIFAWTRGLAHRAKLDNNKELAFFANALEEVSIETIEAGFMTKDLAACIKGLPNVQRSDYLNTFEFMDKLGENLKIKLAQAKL
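IDH1-R132H (0.5 ug/mL dispensed) in pH 7.5 Tris buffer was preincubated 30 min with compound, then given a substrate mix of 0.016 mM NADPH and 2 mM alpha-KG for 80 min at room temperature; remaining NADPH was read by diaphorase/resazurin fluorescence.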
D2 agonist: activates the human D2 dopamine receptor | P14416 | HEK293 T-REx D2 cells, calcium flux agonist mode | activation, % at 2 µM | 340,000 tested, 0.53% active | AID 485358;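 active = activation over 3 SD above normal in the single-dose calcium agonist read, cut at about 30% in these data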; note: 0% is about no effect
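Agonism is scored from calcium flux in a force-coupled, inducible HEK293 cell line expressing D2, read kinetically for 180 s after compound addition against dopamine controls.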
* = called active by the depositor; ? = inconclusive; nt = no result given; [ ] = dose if it differs, or a comment. Unless noted, calls come from the whole dose curve; as a rule, active = well fitted inhibition curve with a large enough effect; inconclusive = small, poorly fitted or top-dose-only effect; inactive = no such curve, though single readings can be large or run the other way.

Start of the data: the first four records (preview)
SMILES	TRHR agonist	D2 antagonist	TrxR1 substrate	USP1-UAF1 inh	Pin1 inhibitor	rTrxR1 inhibitor	TRHR enhancer	mIDH1 inhibitor	D2 agonist
COC(=O)c1cc(S(=O)(=O)N(C)c2ccc(C)c(C)c2)c[nH]1	-0.5	-10	3%	-17%	-1%	10%	-2	8%	-0.7
O=C(NCc1ccc(F)cc1)C(c1cccnc1)N(C(=O)c1csnn1)c1ccccc1 (stereo not drawn)	0.7	4	7%[57.1 µM]	-12%	?	24%[57.1 µM]	-3	7%	0.7
CCN(Cc1ccccc1)Cc1c(O)ccc2c(=O)c(-c3ccccc3Cl)coc12	-0.3	nt	72%[activator]	-10%	1%	?	-5	nt	-0.6
COCC(=O)N=Nc1c(O)[nH]c2ccccc12	1.3	17	-6%	-18%	11%	5%	2	0%	-1.3

This part in full, repeating the preview:
SMILES	TRHR agonist	D2 antagonist	TrxR1 substrate	USP1-UAF1 inh	Pin1 inhibitor	rTrxR1 inhibitor	TRHR enhancer	mIDH1 inhibitor	D2 agonist
COC(=O)c1cc(S(=O)(=O)N(C)c2ccc(C)c(C)c2)c[nH]1	-0.5	-10	3%	-17%	-1%	10%	-2	8%	-0.7
O=C(NCc1ccc(F)cc1)C(c1cccnc1)N(C(=O)c1csnn1)c1ccccc1 (stereo not drawn)	0.7	4	7%[57.1 µM]	-12%	?	24%[57.1 µM]	-3	7%	0.7
CCN(Cc1ccccc1)Cc1c(O)ccc2c(=O)c(-c3ccccc3Cl)coc12	-0.3	nt	72%[activator]	-10%	1%	?	-5	nt	-0.6
COCC(=O)N=Nc1c(O)[nH]c2ccccc12	1.3	17	-6%	-18%	11%	5%	2	0%	-1.3
O=C(CN1CCN(c2ccc(F)cc2)CC1)Nc1ccccc1Br	0.2	-3	7%	-5%	-3%	18%	4	7%	-0.6
ClCc1nc2ccccc2n1Cc1ccccc1	0.9	-2	5%	3%	-5%	36%	-1	-5%	-1.2
CCOC(=O)/C(C#N)=C/c1c(Oc2cccc(C)c2)nc2c(C)cccn2c1=O	1.0	0	1%	-21%	?	11%	0	2%	-0.8
CCOc1ccc(C(C)NC(=O)c2ccccc2OCc2c(C)noc2C)cc1OCC (stereo not drawn)	-0.8	8	-5%	1%	-3%	0%	-5	0%	-0.7
N#Cc1c(NC(=O)CSc2ncnc3sccc23)oc(-c2ccco2)c1-c1ccco1	0.8	16	14%[57.1 µM]	-21%	?	-33%[57.1 µM]	-8	1%	1.4
O=C(C[n+]1ccc(/C=N/O)cc1)N1CCCCC1	-0.6	-14	-20%[57.1 µM]	-7%	2%	17%[57.1 µM]	-2	2%	-0.3
O=C(Nc1ccc(Br)cc1)C1CC(O)CN1C(=O)Oc1ccccc1 (stereo not drawn)	-2.0	18	0%	-11%	-2%	12%	2	11%	-0.8
O=C(O)CCc1nn2c3ccccc3nc2n(Cc2ccccc2)c1=O	-1.7	-12	2%[57.1 µM]	-10%	-5%	22%[57.1 µM]	2	7%	2.1
OCC1(Cc2ccccc2C(F)(F)F)CCN(Cc2cccc3cnccc23)CC1	-0.1	nt	-3%[57.1 µM]	-10%	-2%	2%[57.1 µM]	-2	5%	nt
Cc1c(C(=O)N/N=C/c2cccnc2)sc(=S)n1C	0.5	-3	20%	-10%	-3%	-1%	1	2%	0.5
CC(c1ccco1)N(C(=O)Nc1ccc(Cl)cc1)c1ccccn1 (stereo not drawn)	0.0	-11	-3%	-14%	-3%	-6%	0	9%	-1.1
CC(=O)c1ccc(NC(=O)c2nc(-c3ccccc3)n(-c3ccccc3)n2)cc1	-0.2	nt	-10%	?	0%	-12%	-3	9%	-0.7
Brc1ccc2[nH]c3c(NCc4ccccn4)ncnc3c2c1	1.1	-14	-2%[57.1 µM]	-22%	2%	8%[57.1 µM]	0	13%	8.1
CCN1CCCC1CNC(=O)C(=O)Nc1ccccc1OC (stereo not drawn)	0.1	14	3%	-6%	6%	-3%	-3	1%	-0.2
COc1cc(S(=O)(=O)N(Cc2ccc(C)cc2)C2CCCCC2)ccc1-n1cnnn1	1.7	22	7%[57.1 µM]	-21%	1%	23%[57.1 µM]	-3	8%	1.9
COc1ccc(C(=O)c2cnc[nH]2)cc1	0.1	nt	0%[57.1 µM]	-6%	23%	20%[57.1 µM]	-1	4%	nt
COc1ccc(CNC(=O)COC(=O)c2nc3nc(C)cc(C)n3n2)cc1	0.5	16	-2%	-16%	-5%	7%	5	-3%	-1.8
NC1=NC(c2ccccc2)N=C(Nc2ccccc2)N1 (stereo not drawn)	0.6	-17	nt	nt	nt	nt	-5	nt	1.0
O=C(CCNS(=O)(=O)c1ccc2c(c1)CCC(=O)N2)Nc1ccc2c(c1)OCCO2	0.3	-22	-9%	-11%	4%	-3%	0	2%	0.4
COc1ccc(C(=O)N2CCOC23CCN(c2ncccn2)CC3)cc1	-0.4	23	12%[57.1 µM]	-10%	-4%	21%[57.1 µM]	7	7%	-0.3
CCCCN(C(=O)c1ccc(S(=O)(=O)N(C)C)cc1)c1nc2ccccc2s1	0.1	-5	-6%	-17%	-3%	-6%	-1	-2%	13

The list goes on, overlapping the part above by four compounds.
SMILES	TRHR agonist	D2 antagonist	TrxR1 substrate	USP1-UAF1 inh	Pin1 inhibitor	rTrxR1 inhibitor	TRHR enhancer	mIDH1 inhibitor	D2 agonist
NC1=NC(c2ccccc2)N=C(Nc2ccccc2)N1 (stereo not drawn)	0.6	-17	nt	nt	nt	nt	-5	nt	1.0
O=C(CCNS(=O)(=O)c1ccc2c(c1)CCC(=O)N2)Nc1ccc2c(c1)OCCO2	0.3	-22	-9%	-11%	4%	-3%	0	2%	0.4
COc1ccc(C(=O)N2CCOC23CCN(c2ncccn2)CC3)cc1	-0.4	23	12%[57.1 µM]	-10%	-4%	21%[57.1 µM]	7	7%	-0.3
CCCCN(C(=O)c1ccc(S(=O)(=O)N(C)C)cc1)c1nc2ccccc2s1	0.1	-5	-6%	-17%	-3%	-6%	-1	-2%	13
Cc1ccc(S(=O)(=O)NCCNC(C)c2ccc(Br)cc2)cc1 (stereo not drawn)	-0.1	-8	-3%	-9%	10%	-9%	2	3%	0.2
Cc1noc(C)c1C(=O)N1CCN(c2cccc(Cl)c2)CC1	-0.1	-3	-4%[57.1 µM]	-8%	-1%	-1%[57.1 µM]	-1	0%	1.4
Cc1cccc(NC(=O)C(=O)C2C(=O)Nc3ccccc32)c1 (stereo not drawn)	-0.8	-1	-6%	-10%	2%	-5%	5	-11%	-0.9
CN(Cc1ccccc1)C(=O)c1cc(S(=O)(=O)N2CCOCC2)cn1C	-0.2	-12	10%[57.1 µM]	-26%	0%	6%[57.1 µM]	-3	2%	-0.1
Cc1cccc(C(=O)n2nc(C)c(S(=O)(=O)N3CCOCC3)c2C)c1	0.3	nt	3%[57.1 µM]	-18%	-2%	?	2	16%	1.1
CCOc1ccc(N(CC(=O)NCc2ccc(F)cc2)C(=O)c2ccco2)cc1	-0.7	9	5%[57.1 µM]	-5%	-1%	9%[57.1 µM]	-9	14%	-0.3
CCNc1nc(NCC)n2c(SCC(=O)Nc3ccccc3OC(F)F)nnc2n1	nt	nt	-6%	-5%	-10%	2%	nt	-1%	nt
COc1ccc(-c2cc(C3CCN(CC(O)C(F)(F)F)CC3)[nH]n2)cc1 (stereo not drawn)	1.5	8	0%	-14%	-1%	-5%	2	5%	1.5
Cc1ccc(NC(=O)/C(Cl)=C\c2ccccc2)cc1	-0.2	-2	1%	-11%	-3%	23%	-7	8%	0.2
O=C(c1ccco1)N1CCN(C(=O)c2ccc(CS(=O)c3cccc(Cl)c3)o2)CC1 (stereo not drawn)	0.1	1	-5%	-27%	8%	?	3	-6%	2.6
COc1ccccc1N(CC(=O)NCc1ccco1)S(C)(=O)=O	0.0	1	8%	4%	0%	18%	4	5%	0.2
O=C(Cn1ncc(Cl)c(Cl)c1=O)N1CCN(S(=O)(=O)c2ccc3ccccc3c2)CC1	-0.5	-3	7%	-21%	7%	?	3	-5%	0.4
COc1ccccc1CNC(=O)COC(=O)c1cccc(-n2cnnn2)c1	0.1	-24	1%	-18%	-1%	5%	4	11%	-0.1
O=C(Nc1ccc(C(=O)N2CCN(c3ccccn3)CC2)cc1)c1ccc(Br)o1	-0.2	-1	8%[57.1 µM]	-1%	?	-49%	-6	-4%	0.3
O=C(NCc1ccc2c(c1)OCO2)c1c(O)nc2sccn2c1=O	0.4	8	4%	-13%	0%	19%	-7	12%	0.5
CC(=O)NC(c1ccccc1)c1nc2ccccc2[nH]1 (stereo not drawn)	0.2	3	4%	-7%	-1%	5%	-4	0%	0.5
c1ccc(-c2cnc(CSc3ncnc4sccc34)o2)cc1	-1.3	2	20%[57.1 µM]	-9%	11%	?	4	11%	0.1
CO/N=C/NC(=O)c1c(OC)ccnc1Oc1cccc(C(F)(F)F)c1	0.2	-21	-1%	-1%	2%	49%[57.1 µM]	0	9%	-0.4
COc1ccc(C)cc1NC(=O)CSc1nnc(-c2ccccn2)n1Cc1ccco1	2.0	-45	1%	-28%	?	-11%	-18	5%	-0.9
Cc1ccc(NS(=O)(=O)c2cc3[nH]c(=O)c(=O)[nH]c3cc2C)cc1N(C)C	0.8	nt	-5%	-21%	-12%	10%	9	1%	nt
Nc1nc(NCC2CCCO2)nc(Nc2ccccc2F)c1[N+](=O)[O-] (stereo not drawn)	-0.4	-7	-5%	-19%	7%	14%	6	-1%	1.9

Screening results: PubChem, National Center for Advancing Translational Sciences (NCATS)

Some of the compounds tested; count on the stated rates, not on these rows.
